Compound activity: PubChem BioAssay, several laboratories
HSF1 inh: HSF1 inhibition; NIH3T3-HGL HSE-luciferase, MG132-induced, luminescence 8 h; hits give low values; activity change, negative = inhibition, % at 7.5 µM (by protocol); 300,000 tested, 0.77% active; AID 2098;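 active means more than half of replicate wells show activity change below -50%, luminescence cut by over half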;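 further: luciferase reports HSF-1 transcriptional activity via heat shock element; 0% = median of DMSO wells and -100% = zero luminescence signal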
KLF5 inhibitor: suppresses KLF5 promoter-driven expression; DLD-1 KLF5 promoter-luciferase reporter, luminescence; inhibition, % at 5 µM; 290,000 tested, 0.23% active; AID 1700;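 active means inhibition above a per-plate limit of that plate's mean compound inhibition plus 3 SD, cut at about 60% in these data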;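 further: 0% = DMSO wells and 100% = LY294002 at 200 µM; higher means less KLF5 promoter-driven luciferase light; inactives centre near -14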
HDAC3 inhib: blocks human histone deacetylase 3. recombinant HDAC3, fluorogenic peptide/trypsin coupled, fluorescence. inhibition, % at 8.3 µM. 320,000 tested, 0.15% active. AID 2718; in the data active means inhibition above about 26%, passing the limit was not always enough
Target sequence (O15379 whole entry, looked up): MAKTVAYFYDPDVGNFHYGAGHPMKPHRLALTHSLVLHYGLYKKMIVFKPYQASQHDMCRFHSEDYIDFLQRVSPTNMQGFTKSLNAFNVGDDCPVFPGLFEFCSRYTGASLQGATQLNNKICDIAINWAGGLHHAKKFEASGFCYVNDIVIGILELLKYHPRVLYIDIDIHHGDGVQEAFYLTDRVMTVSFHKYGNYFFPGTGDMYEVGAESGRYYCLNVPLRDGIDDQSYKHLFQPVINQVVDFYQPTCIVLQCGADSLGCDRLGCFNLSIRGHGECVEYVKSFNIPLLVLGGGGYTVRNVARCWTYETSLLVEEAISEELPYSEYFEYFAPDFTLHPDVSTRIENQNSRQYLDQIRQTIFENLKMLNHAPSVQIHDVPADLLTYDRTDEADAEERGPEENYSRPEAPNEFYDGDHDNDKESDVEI
IEC-6 tox: IEC-6 cytotoxicity, counter-screen for KLF5 inhibitors. luminescence viability. inhibition, % at 5 µM. 290,000 tested, 0.78% active; in the data active means inhibition above about 22%;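 further: 0% = plate median of test compound wells and 100% = cytotoxic reference compound wells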
HIF activator: HIF pathway transcriptional activation. activation, % at 7.5 µM (by protocol). 300,000 tested, 0.32% active. U2OS HRE-luciferase reporter, luminescence; normalized: DMSO 0%, desferrioxamine 100%;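 active means mean activation of at least 10% of the iron chelator positive control signal, with at least half of replicates also reaching 10%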
HSP90 inh: inhibitors of HSP90 luciferase refolding in rabbit reticulocyte lysate. luciferase refolding luminescence, 3 h. inhibition, % at 5.6 µM. 290,000 tested, 0.91% active. AID 1789;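 active means inhibition above the screen-wide mean plus 3 SD, computed separately per campaign, cut at about 16% in these data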;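 further: 0% = DMSO wells and 100% = 60 µM geldanamycin wells; inhibitors lower the luminescence because luciferase stays unfolded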
aSyn 5UTR inh: 5' untranslated region of α-synuclein, MLPCN primary screen; alpha-synuclein 5'UTR reporter, inhibitor activity; inhibition, % (tested at 7.5 µM); 300,000 tested, 0.82% active; AID 1813; in the data active means inhibition above about 60%;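 further: H4 neuroglioblastoma cells stably carrying SNCA 5'UTR luciferase fusion; 0% = DMSO wells and 100% = positive control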
HSF-1 act: increases HSF-1 driven luciferase reporter signal | NIH3T3-HGL HSF-1 luciferase reporter, MG132, 8 h; 100% = twice DMSO control signal | activation, % at 9 µM | 300,000 tested, 1.7% active;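 active means mean replicate activation of at least 50% with a set share of replicates each reaching 50%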;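 further: 0% = median of the neutral control wells and 100% = twice that signal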
AI-2 QS modul: modulators of Vibrio harveyi AI-2 quorum sensing system; Vibrio harveyi JMH597 AI-2 luminescence/OD600 ratio, 9 h; hits give low values; strain lacks LuxN and CqsS sensors; 0 = neutral-control median; AID 2094; activity change, % at 7.5 µM; 300,000 tested, 0.4% active; in the data active means activity change below about -75%, passing the limit was not always enough;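 further: luminescence divided by OD600 gain over 9 h not by final OD600 alone; inactives centre near 13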
Platelet DG rel: platelet dense granule release activity; human platelet-rich plasma, SFLLRN dense granule ATP release, luminescence; inhibition, %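 (compounds screened at 7.5 µM in platelet-rich plasma)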; 300,000 tested, 0.22% active;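 active means mean replicate score, as percent of positive control, at or above 50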
* = called active by the depositor.

Start of the data: the first 2 entries as a preview:
What do the screens show for `COc1cccc(NC(=O)Nc2ccc(Br)cn2)c1`?
HSF1 inh: -24; KLF5 inhibitor: -85; HDAC3 inhib: 0; IEC-6 tox: -4; HIF activator: 2.1; HSP90 inh: -1; aSyn 5UTR inh: -192; HSF-1 act: -39; AI-2 QS modul: 17; Platelet DG rel: 4

Results for CC(C)(C)N(Cc1cc2ccccc2[nH]c1=O)C(=O)c1ccco1 ?
HSF1 inh: 14; KLF5 inhibitor: -14; HDAC3 inhib: -1; IEC-6 tox: -9; HIF activator: -0.2; HSP90 inh: -6; aSyn 5UTR inh: 1; HSF-1 act: -8; AI-2 QS modul: 8; Platelet DG rel: 8

All compounds of this part, from the start:
What do the screens show for `COc1cccc(NC(=O)Nc2ccc(Br)cn2)c1`?
HSF1 inh: -24; KLF5 inhibitor: -85; HDAC3 inhib: 0; IEC-6 tox: -4; HIF activator: 2.1; HSP90 inh: -1; aSyn 5UTR inh: -192; HSF-1 act: -39; AI-2 QS modul: 17; Platelet DG rel: 4

Results for CC(C)(C)N(Cc1cc2ccccc2[nH]c1=O)C(=O)c1ccco1 ?
HSF1 inh: 14; KLF5 inhibitor: -14; HDAC3 inhib: -1; IEC-6 tox: -9; HIF activator: -0.2; HSP90 inh: -6; aSyn 5UTR inh: 1; HSF-1 act: -8; AI-2 QS modul: 8; Platelet DG rel: 8

What do the screens show for `Cn1ncn2c(=O)c3c(nc12)-c1ccccc1CC31CCCC1`?
HSF1 inh: 3; KLF5 inhibitor: -21; HDAC3 inhib: -8; IEC-6 tox: -2; HIF activator: -1.1; HSP90 inh: -2; aSyn 5UTR inh: 10; HSF-1 act: -15; AI-2 QS modul: 2; Platelet DG rel: 1

What do the screens show for `O=C(O)c1ccc(O)c(O)c1`?
HSF1 inh: -2; KLF5 inhibitor: 8; HDAC3 inhib: 1; IEC-6 tox: -6; HIF activator: 0.3; HSP90 inh: 1; aSyn 5UTR inh: -6; HSF-1 act: -3; AI-2 QS modul: 9; Platelet DG rel: 1

What do the screens show for `C=CCOc1ccc2c(CC)cc(=O)oc2c1C`?
HSF1 inh: 5; KLF5 inhibitor: -31; HDAC3 inhib: -12; IEC-6 tox: -4; HIF activator: 0.1; HSP90 inh: 7; aSyn 5UTR inh: 15; HSF-1 act: 23; AI-2 QS modul: 16; Platelet DG rel: 0

Results for Cc1ccccc1C(=O)N/N=C1/SCC(=O)N1Cc1ccccc1 ?
HSF1 inh: 14; KLF5 inhibitor: -13; HDAC3 inhib: -3; IEC-6 tox: -1; HIF activator: 0.0; HSP90 inh: 1; aSyn 5UTR inh: -21; HSF-1 act: 11; AI-2 QS modul: 19; Platelet DG rel: -3

How did Cc1ccccc1OCCCN1CCOCC1 do in these assays?
HSF1 inh: 9; KLF5 inhibitor: -46; HDAC3 inhib: 4; IEC-6 tox: 6; HIF activator: 1.4; HSP90 inh: 0; aSyn 5UTR inh: -8; HSF-1 act: 13; AI-2 QS modul: 1; Platelet DG rel: 0

Results for Oc1ccc(Nc2ncnc3c2oc2ccccc23)cc1 ?
HSF1 inh: 14; KLF5 inhibitor: -94; HDAC3 inhib: 4; IEC-6 tox: 8; HIF activator: 6.3; HSP90 inh: -2; aSyn 5UTR inh: -116; HSF-1 act: 38; AI-2 QS modul: 34; Platelet DG rel: 4

Results for Cc1oc2cc3oc(=O)c(CCC(=O)NCCCC(=O)O)c(C)c3cc2c1C ?
HSF1 inh: -2; KLF5 inhibitor: -26; HDAC3 inhib: 5; IEC-6 tox: -3; HIF activator: -0.2; HSP90 inh: -5; aSyn 5UTR inh: 9; HSF-1 act: -15; AI-2 QS modul: 6; Platelet DG rel: -4

How did O=C(Cc1cccs1)N1CCN(C(=O)C2CCCO2)CC1 (centres undefined) do in these assays?
HSF1 inh: -6; KLF5 inhibitor: 11; HDAC3 inhib: 5; IEC-6 tox: 3; HIF activator: -0.1; HSP90 inh: 0; aSyn 5UTR inh: 14; HSF-1 act: -12; AI-2 QS modul: 26; Platelet DG rel: 11

What do the screens show for `CCOC(=O)CCc1c(C)nc2cc(-c3ccc(F)cc3)[nH]n2c1=O`?
HSF1 inh: 4; KLF5 inhibitor: -36; HDAC3 inhib: -12; IEC-6 tox: 11; HIF activator: 0.7; HSP90 inh: 1; aSyn 5UTR inh: -52; HSF-1 act: 3; AI-2 QS modul: 24; Platelet DG rel: 2

How did COc1ccc(N(C)S(=O)(=O)c2cccc(C(=O)NCC3CCCCC3)c2)cc1 do in these assays?
HSF1 inh: 1; KLF5 inhibitor: -6; IEC-6 tox: 0; HIF activator: -0.7; HSP90 inh: 2; aSyn 5UTR inh: 23; HSF-1 act: 4; AI-2 QS modul: 30; Platelet DG rel: -2

Results for Cc1[nH]nc2c1C(c1cc(Br)cs1)C(C#N)=C(N)O2 (centres undefined) ?
HSF1 inh: 65; KLF5 inhibitor: -9; HDAC3 inhib: 4; IEC-6 tox: 3; HIF activator: 2.5; HSP90 inh: -3; aSyn 5UTR inh: 4; HSF-1 act: 70*; AI-2 QS modul: -4; Platelet DG rel: -6

What do the screens show for `O=C(c1ccccc1)c1cn[nH]c1-c1ccccc1O`?
HSF1 inh: -1; KLF5 inhibitor: -23; HDAC3 inhib: 16; IEC-6 tox: 14; HIF activator: 0.2; HSP90 inh: 4; aSyn 5UTR inh: 6; HSF-1 act: -4; AI-2 QS modul: -41; Platelet DG rel: 12

Results for CC(C)C(c1nnnn1Cc1ccccc1)N(Cc1ccco1)Cc1cccs1 (centres undefined) ?
HSF1 inh: -3; KLF5 inhibitor: 31; HDAC3 inhib: 12; IEC-6 tox: 1; HIF activator: -0.2; HSP90 inh: 4; aSyn 5UTR inh: 28; HSF-1 act: -4; AI-2 QS modul: -3; Platelet DG rel: 0

Results for Cc1ccc(C(C(=O)NC2CCCC2)N(Cc2ccc3c(c2)OCO3)C(=O)c2snc(C(N)=O)c2N)cc1 (centres undefined) ?
HSF1 inh: 6; KLF5 inhibitor: -41; HDAC3 inhib: -11; IEC-6 tox: 2; HIF activator: -0.5; HSP90 inh: 2; aSyn 5UTR inh: 8; HSF-1 act: -21; AI-2 QS modul: 4; Platelet DG rel: 0

How did c1ccc(CCNc2ncnc3ccccc23)cc1 do in these assays?
HSF1 inh: 2; KLF5 inhibitor: -68; HDAC3 inhib: 2; IEC-6 tox: 21; HIF activator: 2.2; HSP90 inh: 7; aSyn 5UTR inh: -117; HSF-1 act: 11; AI-2 QS modul: 27; Platelet DG rel: -2

Results for CN(C(=O)c1cc([N+](=O)[O-])ccc1NCc1cccnc1)c1ccccc1 ?
HSF1 inh: -5; KLF5 inhibitor: -32; HDAC3 inhib: 1; IEC-6 tox: -6; HIF activator: 0.0; HSP90 inh: -5; aSyn 5UTR inh: 16; HSF-1 act: 4; AI-2 QS modul: 5; Platelet DG rel: -2

What do the screens show for `O=C(N/N=C/c1cccnc1)c1cccc(N2CCCC2=O)c1`?
HSF1 inh: 4; KLF5 inhibitor: -9; HDAC3 inhib: -1; IEC-6 tox: 1; HIF activator: -0.5; HSP90 inh: 1; aSyn 5UTR inh: -26; HSF-1 act: 22; AI-2 QS modul: 13; Platelet DG rel: -12

What do the screens show for `CN(c1ccccc1)S(=O)(=O)c1cc(Cl)ccc1Cl`?
HSF1 inh: 8; KLF5 inhibitor: 11; HDAC3 inhib: 1; IEC-6 tox: -4; HIF activator: -0.4; HSP90 inh: 3; aSyn 5UTR inh: 17; HSF-1 act: 4; AI-2 QS modul: 21; Platelet DG rel: 0

What do the screens show for `CCn1cc(C(=O)OCC(=O)Nc2ccc(S(=O)(=O)N3CCCC3)cc2)c(=O)c2ccc(C)nc21`?
HSF1 inh: -3; KLF5 inhibitor: 4; HDAC3 inhib: 5; IEC-6 tox: 2; HIF activator: -0.5; HSP90 inh: -2; aSyn 5UTR inh: -21; HSF-1 act: -5; AI-2 QS modul: 10; Platelet DG rel: 8

How did C=CCOc1ccc(/C=N/NC(=O)C(C)Sc2ccccn2)cc1OCC (centres undefined) do in these assays?
HSF1 inh: 5; KLF5 inhibitor: -15; HDAC3 inhib: -1; IEC-6 tox: -7; HIF activator: 0.1; HSP90 inh: 2; aSyn 5UTR inh: 12; HSF-1 act: 6; AI-2 QS modul: 0; Platelet DG rel: -3

What do the screens show for `O=C(c1ccccc1Cl)N1CCc2ccccc2C1`?
HSF1 inh: 3; KLF5 inhibitor: -24; HDAC3 inhib: 0; IEC-6 tox: 2; HIF activator: 0.4; HSP90 inh: 1; aSyn 5UTR inh: -9; HSF-1 act: 11; AI-2 QS modul: 19; Platelet DG rel: -4

How did O=C(C1CCC(C(=O)N2CCc3ccccc32)CC1)N1CCc2ccccc21 (centres undefined) do in these assays?
HSF1 inh: -2; KLF5 inhibitor: -32; HDAC3 inhib: 4; IEC-6 tox: 3; HIF activator: -0.4; HSP90 inh: 1; aSyn 5UTR inh: 11; HSF-1 act: 11; AI-2 QS modul: 14; Platelet DG rel: -5

Results for Cc1ccnc(NS(=O)(=O)c2ccc(NS(C)(=O)=O)cc2)n1 ?
HSF1 inh: 2; KLF5 inhibitor: 0; IEC-6 tox: 2; HIF activator: -0.3; HSP90 inh: 3; aSyn 5UTR inh: -3; HSF-1 act: 0; AI-2 QS modul: 17; Platelet DG rel: 0

What do the screens show for `COc1cccc(/C=C2\SC(=S)N(CCC(=O)NCCc3ccc(O)cc3)C2=O)c1`?
HSF1 inh: 5; KLF5 inhibitor: 8; HDAC3 inhib: -17; IEC-6 tox: 5; HIF activator: 0.2; HSP90 inh: -1; aSyn 5UTR inh: 34; HSF-1 act: -6; AI-2 QS modul: 54; Platelet DG rel: -8

How did O=C(NCCc1cn2ccccc2n1)c1cc(COc2ccc3ncccc3c2)on1 do in these assays?
HSF1 inh: -2; KLF5 inhibitor: -26; HDAC3 inhib: 6; IEC-6 tox: 0; HIF activator: 0.9; HSP90 inh: 3; aSyn 5UTR inh: -20; HSF-1 act: 24; AI-2 QS modul: -10; Platelet DG rel: -3

Results for COc1cc(/C=C(\C#N)C(=O)Nc2ccccc2F)ccc1OCCN1CCOCC1 ?
HSF1 inh: -7; KLF5 inhibitor: -4; IEC-6 tox: 5; HIF activator: 1.5; HSP90 inh: 9; aSyn 5UTR inh: 25; HSF-1 act: 1; AI-2 QS modul: 4; Platelet DG rel: 3

Results for Cc1cc(C)c(CN2CCC(n3nccc3NC(=O)c3ccccc3Cl)CC2)cc1C ?
HSF1 inh: 5; KLF5 inhibitor: -21; HDAC3 inhib: 4; IEC-6 tox: 0; HIF activator: -0.3; HSP90 inh: 2; aSyn 5UTR inh: -8; HSF-1 act: 9; AI-2 QS modul: 9; Platelet DG rel: -9

What do the screens show for `CCc1ccccc1NC(=O)C1CCCN(S(=O)(=O)c2c(C)noc2C)C1` (centres undefined)?
HSF1 inh: 5; KLF5 inhibitor: -6; HDAC3 inhib: -1; IEC-6 tox: -6; HIF activator: 0.0; HSP90 inh: 2; aSyn 5UTR inh: 4; HSF-1 act: 3; AI-2 QS modul: 5; Platelet DG rel: 0

How did O=C(/C=C/c1ccccc1)N/C(=C/c1ccccc1)C(=O)N1CCOCC1 do in these assays?
HSF1 inh: -4; KLF5 inhibitor: -2; HDAC3 inhib: 6; IEC-6 tox: 0; HIF activator: 0.4; HSP90 inh: 2; aSyn 5UTR inh: 13; HSF-1 act: -10; AI-2 QS modul: -5; Platelet DG rel: -16

Results for Cc1csc2nc(=O)c3ccccc3n12 ?
HSF1 inh: -1; KLF5 inhibitor: -3; IEC-6 tox: 3; HIF activator: 0.3; HSP90 inh: -3; aSyn 5UTR inh: -5; HSF-1 act: 22; AI-2 QS modul: 12; Platelet DG rel: -3
